RGS4 block: human RGS4 inhibition; B-score at 10 µM; 0.45% of 310,000 active; AID 463165; HEK293 M3R/RGS4 inducible, Fluo-4 calcium flux; active compounds read high; triggered by carbachol at its EC20;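 active means B-score, a plate-corrected calcium signal, over three deviations above library mean, with baseline fluorescence within five deviations of library mean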;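 further: RGS4 expression induced by doxycycline in cells with stable M3 receptor; B-score is computed from the integrated fluorescence ratio over baseline after carbachol; higher B-score means a larger calcium signal and so more RGS4 inhibition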
KCNQ1 pot: potentiates or activates the human KCNQ1 potassium channel | AID 2648 | P51787 | B-score at 10 µM | 0.35% of 310,000 active | CHO-K1 KCNQ1, thallium flux FluxOR fluorescence; active compounds read high;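 active means fluorescence ratio B-score, a plate-corrected score, at least three library SD, with initial intensity B-score within 5 SD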
Target sequence (P51787 whole entry, looked up): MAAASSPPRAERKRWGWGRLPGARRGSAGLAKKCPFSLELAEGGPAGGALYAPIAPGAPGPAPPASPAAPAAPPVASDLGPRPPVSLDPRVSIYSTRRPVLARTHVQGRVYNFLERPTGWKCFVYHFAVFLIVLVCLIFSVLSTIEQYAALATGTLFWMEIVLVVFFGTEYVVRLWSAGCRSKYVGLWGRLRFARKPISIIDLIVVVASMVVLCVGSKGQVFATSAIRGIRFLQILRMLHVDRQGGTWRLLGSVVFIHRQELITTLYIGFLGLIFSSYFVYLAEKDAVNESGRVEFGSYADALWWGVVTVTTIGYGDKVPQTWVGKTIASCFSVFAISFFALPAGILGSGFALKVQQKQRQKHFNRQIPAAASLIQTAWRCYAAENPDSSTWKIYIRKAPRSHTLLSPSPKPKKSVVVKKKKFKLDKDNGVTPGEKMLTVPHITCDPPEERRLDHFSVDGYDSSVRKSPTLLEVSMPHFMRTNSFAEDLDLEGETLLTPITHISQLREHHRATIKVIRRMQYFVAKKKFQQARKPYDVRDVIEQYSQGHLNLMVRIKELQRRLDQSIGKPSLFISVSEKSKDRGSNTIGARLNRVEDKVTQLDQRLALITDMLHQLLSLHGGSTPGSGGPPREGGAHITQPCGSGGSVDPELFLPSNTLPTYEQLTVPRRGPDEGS
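Material: CHO-K1 cells stably expressing KCNQ1. Medium: assay buffer for compound exposure, DMSO matched across wells. Reagent: K+/Tl+ depolarizing stimulus. Compound dosing: single-concentration screen. Times: 37 °C overnight plating, 90-min dark dye load, 20-min compound pretreatment. Technique: FluxOR Tl+ flux fluorescence.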
KCNK3 inh: human KCNK3 channel inhibition, primary screen | B-score at 10 µM | O14649 | 0.84% of 340,000 active | AID 602410 | CHO-KCNK3 thallium flux, FluxOR fluorescence; active compounds read low;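 active means B-score under library mean minus 4 SD, starting fluorescence ratio at most library mean plus 5 SD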;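 further: more negative B-score means stronger inhibition of thallium flux through KCNK3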
MrgX1 agonist: human MrgX1 receptor agonism, primary screen; Q96LB2; MrgX1-HEK293 cells, Fluo-4 calcium fluorescence, agonist mode; active compounds read high; 0.44% of 310,000 active; B-score at 10 µM;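 active means calcium response B-score plate-corrected fluorescence ratio at least 3 library SD, with starting fluorescence B-score inside 5 SD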
Target sequence (Q96LB2 whole entry, looked up): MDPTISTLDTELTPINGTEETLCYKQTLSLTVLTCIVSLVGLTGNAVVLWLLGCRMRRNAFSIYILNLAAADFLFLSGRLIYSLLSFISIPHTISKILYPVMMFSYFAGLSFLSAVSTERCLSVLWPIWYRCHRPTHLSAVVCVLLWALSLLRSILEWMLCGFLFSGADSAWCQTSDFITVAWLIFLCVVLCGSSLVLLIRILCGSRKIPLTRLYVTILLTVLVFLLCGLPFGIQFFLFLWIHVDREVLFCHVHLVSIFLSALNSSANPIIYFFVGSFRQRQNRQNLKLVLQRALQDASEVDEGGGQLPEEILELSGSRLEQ
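Material: MrgX1-expressing HEK293 cells; input: 15,000 cells per well; doses: test compound given as first of three sequential additions; schedule: overnight plating before 1 h dye loading; technique: Fluo-4 NW calcium-flux fluorescence, kinetic read; evaluation: baseline-normalised fluorescence change ratio, B-scored; control set: plate-wise positive and negative controls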
KCNQ1 block: blocks the human KCNQ1 potassium channel; B-score at 10 µM; AID 2642; 1.3% of 310,000 active; CHO-K1 KCNQ1, FluxOR thallium flux fluorescence; active compounds read high;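 active means compounds whose thallium flux B-score, printed positive for inhibition, exceeds three library SD while starting fluorescence stays within three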;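 further: channel opened by potassium depolarization with thallium stimulus after 20 min compound exposure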
MrgX1 allo act: human MrgX1 positive allosteric modulation, primary screen; Q96LB2; MrgX1-HEK293, Fluo-4 calcium flux, FDSS; active compounds read high; B-score at 10 µM; 0.63% of 310,000 active; AID 588675;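 active means plate-corrected calcium response at least 3 library SD above typical, normal starting fluorescence, not activating the receptor alone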;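 further: compound read alongside a low EC10 to EC30 dose of BAM8-22 agonist; peak minus trough fluorescence over baseline measured at the second addition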
TMEM16A inh: blocks the mouse calcium-activated chloride channel TMEM16A; 1.2% of 310,000 active; normalized B-score (activity score, 25-100; higher = stronger inhibition) at 10 µM; HEK293 TMEM16A/YFP iodide influx fluorescence, ionomycin;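 active means ratio plate-corrected score three or more library SD toward inhibition, starting fluorescence score within five deviations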;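 further: score derived from kinetic fluorescence span divided by baseline fluorescence per well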
KCNK9 inh: human KCNK9 channel inhibition; 1.2% of 310,000 active; Q9NPC2; HEK293 KCNK9, FluxOR thallium flux fluorescence; active compounds read low; B-score at 10 µM; AID 488922;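 active means ratio B-score over 3 SD below the library mean, with starting fluorescence within 5 SD of its mean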;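 further: negative B-score means less thallium flux so channel inhibition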
TMEM16A act: activators or potentiators of mouse TMEM16A chloride channel; HEK293 TMEM16A/YFP-H148Q/I152L, iodide quench fluorescence; active compounds read low; B-score at 10 µM; 0.3% of 340,000 active;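 active means fluorescence-ratio B-score plate-corrected deviation score at least 3 library SD below zero, with starting fluorescence score within 5 deviations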;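 further: channel opened by trigger with iodide after compound preincubation; score built on the fluorescence ratio of max minus min over baseline; more negative score means more quench and so TMEM16A activation or potentiation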
hERG protect: shields human hERG channel from block by proarrhythmic agents | Q12809 | 0.51% of 310,000 active | CHO-hERG, FluxOR thallium flux, dofetilide IC70 present | AID 1511 | activation (rescue from dofetilide block), less the hit threshold, % at 10 µM;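 active means activation above the mean of controls blocked by dofetilide plus 5 SD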;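 further: thallium influx through hERG after potassium depolarization seen as dye fluorescence rise; in these data hits start at about 4.7%; inactives centre near -7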
RGS4 pot: potentiators or activators of RGS4 | HEK293 M3R/inducible RGS4, carbachol calcium flux Fluo4; active compounds read low | B-score at 10 µM | 0.92% of 310,000 active | AID 463111;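 active means B-score of the integrated calcium signal more than 4 SD below the library mean, with starting fluorescence not abnormally high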;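 further: negative B-score means reduced calcium response which marks RGS4 activation or potentiation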
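Assay system: HEK293 FlpIn-TREx cells, stable M3R, doxycycline-inducible RGS4 / Probe or stimulus: carbachol, ECmax concentration / Times: overnight RGS4 induction, 30 min dye load 37 °C, 20 min compound RT / Signal: kinetic calcium fluorescence imaging with Fluo4-AM dye, 2 µM / Measure: Agonist-evoked peak-minus-minimum fluorescence over baseline, integrated ratio, B score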
* hit, by the source's call; i = inactive; . = not tested or not shown. Outcome played no part in choosing rows; about 6.3% have a hit in one of these screens.

SMILES | RGS4 block | KCNQ1 pot | KCNK3 inh | MrgX1 agonist | KCNQ1 block | MrgX1 allo act | TMEM16A inh | KCNK9 inh | TMEM16A act | hERG protect | RGS4 pot
Cc1ccc(NC(=O)C2CCN(S(=O)(=O)c3c(C)noc3/C=C/c3ccco3)CC2)nc1 | i | i | i | i | i | i | i | i | i | -4.5 | i
CN1CCN(CC(=O)Nc2ccc([N+](=O)[O-])cc2Br)CC1 | i | i | i | i | i | i | i | i | i | -14.0 | i
CC(C)NC(=O)c1cc2c(-c3ccc(Cl)cc3)nn(C)c2s1 | i | i | i | i | i | i | i | i | i | 2.0 | i
CC(C)Oc1cccc(C2NC(=O)c3ccccc3O2)c1 (centres undefined) | i | i | i | i | i | i | i | i | i | -3.1 | i
CCn1c(SCC(=O)NNC(=O)c2ccccc2)nnc1-c1ccncc1 | i | i | i | i | i | i | i | i | i | -7.3 | i
Cc1cc(C)nc(/N=C(\NC(=O)C(C)(C)C)Nc2ccccc2)n1 | i | i | i | i | i | i | i | i | i | -6.2 | i
O=C(CSc1n[nH]c(-c2cccnc2)n1)Nc1ccc(Br)cc1 | i | i | i | i | i | i | i | i | i | -7.3 | i
CCN(CC)S(=O)(=O)c1ccc(C(=O)OCn2nnc3ccccc3c2=O)cc1 | i | i | i | i | i | i | 25* | i | i | -8.7 | i
Cn1nc(OCC(=O)O)cc1C(F)(F)F | i | i | i | i | i | i | i | i | i | -8.8 | i
O=C(NCC1CCCO1)C(c1cccs1)N(Cc1cccs1)C(=O)Cn1nnc(-c2cccs2)n1 (centres undefined) | . | . | i | i | . | i | i | . | i | . | .
CCc1ccc2oc(C(=O)NCCc3ccc(S(N)(=O)=O)cc3)cc(=O)c2c1 | i | i | i | i | i | i | i | i | i | -5.1 | i
O=C(NCc1ccccn1)C1CCN(S(=O)(=O)N2CCCC2)CC1 | i | i | i | i | i | i | i | i | i | -8.6 | i
COc1ccc(N2CCN(C(=O)CSc3nc4[nH]ncc4c(=O)n3-c3cccc4ccccc34)CC2)cc1 | i | i | i | i | i | i | i | i | i | -11.8 | i
Cn1c(=O)cc(N)n(Cc2ccccc2)c1=O | i | i | i | i | i | i | i | i | i | 0.7 | i
O=C1NN(c2cccc(Br)c2)C(=O)/C1=C\c1ccc(O)cc1 | i | i | i | i | i | i | i | i | i | -5.4 | i
CCc1cc(-c2onc(C)c2-c2cscn2)c(O)cc1OC | i | i | i | i | i | i | i | i | i | -11.2 | i
CCN(CC)C(=O)c1cnn(-c2ccccc2)c1NC(=O)c1ccco1 | i | i | i | i | i | i | i | i | i | -3.9 | i
CCc1ccc(OCC(=O)NNC(=O)CSc2ncnc3sc(C)c(C)c23)cc1 | i | i | i | i | i | i | i | i | i | -12.6 | i
CN(C)S(=O)(=O)c1cccc(COC(=O)CN2CCCCCC2=O)c1 | i | i | i | i | i | i | i | i | i | -6.8 | i
CSc1nnnn1-c1c(C)cc(C)cc1C | i | i | i | i | i | i | i | i | i | -10.0 | i
CCn1cc(C(=O)NCc2ccc(Cl)cc2)c(=O)c2cc(S(=O)(=O)N(C)C)ccc21 | i | i | i | i | i | i | i | i | i | -3.5 | i
Cn1nc(C(=O)OCC(=O)N2CCc3ccccc32)c2ccccc2c1=O | i | i | i | i | i | i | i | i | i | -13.1 | i
CC(C)(C)c1ccc(C(=O)c2c[nH]c(C(=O)NCC3CCCO3)c2)cc1 (centres undefined) | i | i | i | i | i | i | i | i | i | -14.2 | i
NC(=NC(=O)c1ccccc1)N1CCN(C(c2ccccc2)c2ccccc2)CC1 | i | i | i | i | i | i | i | i | i | -5.6 | i
N#Cc1c(/N=C/c2cccs2)sc2c1CCCCC2 | i | i | i | i | 6* | i | i | i | i | -17.1 | i
COc1ccccc1CCC(=O)OCC(=O)Nc1cc(C)nn1-c1ccccc1 | i | i | i | i | i | i | i | i | i | -11.3 | i
CCOC(=O)N1CCN(C(=S)NC(=O)c2cc(Br)ccc2Cl)CC1 | i | i | i | i | i | i | i | i | i | -1.8 | i
CCN(CC)S(=O)(=O)c1ccc(NCCc2ccccn2)nc1 | i | i | i | i | i | i | i | i | i | -7.3 | i
Cn1c(SCc2nc(-c3cccs3)no2)nnc1C1CCCCC1 | i | i | i | i | i | i | i | i | i | -3.1 | i
O=C(CN1CCN(Cc2ccc(Cl)cc2)CC1)N/N=C/c1ccncc1 | i | i | i | i | i | i | i | i | i | -7.9 | i
CC(OC(=O)c1ccc(NC(=O)CC#N)cc1)C(=O)Nc1ccc(Oc2ccccc2)cc1 (centres undefined) | i | i | i | i | i | i | i | i | i | -7.1 | i
Cc1cc(=O)[nH]c(SCC(=O)N2CCCCC2)n1 | i | i | i | i | i | i | i | i | i | -2.0 | i
Cc1nc2nc(SCC(=O)NCc3ccco3)nn2c(C)c1Cc1c(F)cccc1Cl | i | i | i | i | i | i | i | i | i | -12.8 | i
O=C(c1cccc(C(F)(F)F)c1)c1c[nH]c(C(=O)NCCCN2CCOCC2)c1 | i | i | i | i | i | i | i | i | i | -1.2 | i
COCCCN1CN=C(NS(=O)(=O)c2ccc(C)cc2)NC1 | i | i | i | i | i | i | i | i | i | -8.8 | i
Cc1cc(OCC(=O)N2CCC(C(N)=O)CC2)c2c(C)cc(=O)oc2c1 | i | i | i | i | i | i | i | i | i | -5.5 | i
COc1cccc(NC(=O)c2cc([N+](=O)[O-])ccc2NC(=O)CNCC2CCCO2)c1 (centres undefined) | i | i | i | i | i | i | i | i | i | -12.5 | i
N#CCC(=O)Nc1ccc(C(=O)OCC(=O)N2CCCC2=O)cc1 | i | i | i | i | i | i | i | i | i | -12.0 | i
Cc1c(C#N)c(N)c(C(=O)c2ccccc2)n1Cc1ccccc1 | i | i | i | i | i | i | i | i | i | -6.4 | i
CCOC(=O)N1CCN(C(=O)c2oc3ccc(S(=O)(=O)N4CCOCC4)cc3c2C)CC1 | i | i | i | i | i | i | i | i | i | -8.0 | i
Cc1cc(NC(=O)CSc2nnc(-c3cccnc3)n2C)no1 | i | i | i | i | i | i | i | i | i | 0.9 | i
CCOC(=O)c1ccc(S(=O)(=O)NNC(=O)COc2ccccc2C)cc1 | i | i | i | i | i | i | i | i | i | -8.6 | i
Nc1c(/C=C2/C=CC(=O)C(O)=C2)c(=O)nc2sc(CC(=O)N3CCCC3)nn12 | i | i | i | i | i | i | i | i | i | -6.2 | i
CCCCCCCc1nc2nc(C)c(Br)c(=O)n2[nH]1 | i | i | i | i | i | i | i | i | i | -12.9 | i
CCC(C)(C)n1nnnc1C(c1ccc(O)cc1)N1CCc2ccccc2C1 (centres undefined) | i | i | i | i | i | i | i | i | i | -13.6 | i
O=C(CCC(=O)c1cccs1)Nc1ccc(N2CCCCC2)cc1 | i | i | i | i | i | i | i | i | i | -12.5 | i
NC(=O)c1cc([N+](=O)[O-])c(Cl)cc1NCc1ccncc1 | . | . | i | i | . | i | i | . | i | . | .
O=C(CSCC(=O)N1CCCc2ccccc21)Nc1nc(-c2ccccc2)cs1 | i | i | -11.9* | i | i | i | i | -17.5* | i | -18.9 | i
COc1cccc(O)c1CN1CCC(C(=O)Nc2ccc(-c3cccc(C)c3)cc2)CC1 | i | i | -11.3* | i | 6* | i | i | i | i | -22.1 | i
Cc1nc2ncccn2c1-c1csc(Nc2ccccc2)n1 | i | i | i | i | i | i | i | i | i | -10.4 | i
C=C(C)COc1ccc(-c2ncncc2-c2ccccc2)c(O)c1 | i | i | i | i | i | i | i | i | i | -3.0 | i
Cc1noc(NS(=O)(=O)c2ccc(NC(=O)/C=C/c3ccc(C(C)C)cc3)cc2)c1C | i | i | i | i | i | i | i | i | i | -22.6 | i
O=C(CSc1nc(NS(=O)(=O)c2ccccc2)cc(=O)[nH]1)Nc1ccccc1Cl | i | i | i | . | i | . | . | i | i | -9.8 | i
O=C(N/N=C/c1ccc([N+](=O)[O-])cc1)C(=O)N1CCCC1 | i | i | i | i | i | i | i | i | i | -5.3 | i
C[C@H](NC(=O)c1nc[nH]c1C(=O)NCCCCCN)C(=O)OC(C)(C)C | i | i | i | i | i | i | i | i | i | -5.1 | i
CCN(CC)c1ccc(/C=N/N2CCN(Cc3ccc(Cl)cc3)CC2)c(O)c1 | i | i | i | i | i | i | i | i | i | -3.3 | i
Cc1nc(-c2nnc(SCC(=O)Nc3ccc(Cl)cc3)n2C)cs1 | i | i | i | i | i | i | i | i | i | -5.1 | i
CCOc1ccc(-n2c(SCC(=O)NCc3ccco3)nnc2-c2c[nH]c3ccccc23)cc1 | i | i | i | i | i | i | i | i | i | -7.2 | i
O=C(/C=C/c1ccco1)Nc1cccc(NC(=O)/C=C/c2ccco2)n1 | i | i | i | i | i | i | i | i | i | -14.4 | i
CCN1C(=NCCN2CCOCC2)N[C@@H](c2ccccc2)C(C(=O)OC)=C1C | i | i | i | i | i | i | i | i | i | -8.0 | i
Other compounds.
SMILES | RGS4 block | KCNQ1 pot | KCNK3 inh | MrgX1 agonist | KCNQ1 block | MrgX1 allo act | TMEM16A inh | KCNK9 inh | TMEM16A act | hERG protect | RGS4 pot
COc1ccc(C(=O)NC2CCc3ccccc32)cc1OC1CCN(C(C)=O)CC1 (centres undefined) | i | i | i | i | i | i | i | i | i | -8.6 | i
CCCn1c2ccccc2c2cnn(CC(=O)N3CCN(C4CCCCC4)CC3)c(=O)c21 | i | i | i | i | i | i | i | i | i | -5.4 | i
COc1ccc(NS(=O)(=O)c2ccc(NS(=O)(=O)c3cccc(C(=O)O)c3)cc2)cc1 | i | i | i | i | i | i | i | i | i | -2.2 | i
COc1ccc(N2CC(C(=O)N3CCN(c4ccccc4F)CC3)CC2=O)cc1 (centres undefined) | i | i | i | i | i | i | i | i | i | -5.7 | i
Cc1ccc(S(=O)(=O)N(CC(=O)Nc2ccc(C)c(Cl)c2)C(=O)N2CCN(C)CC2)cc1 | i | i | i | . | i | . | . | i | i | -5.1 | i

From PubChem
